TRPC4 agonist: TRPC4 (mouse) channel activation. HEK293 TRPC4beta/mu-opioid, Fluo4 calcium fluorescence; hits give high values. B-score at 10 µM. 0.49% of 310,000 active. AID 2237;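 active = B-score above 5 SD of library B-scores, and initial fluorescence ratio not above library mean plus 5 SD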;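 also: positive B-score marks a calcium rise read as TRPC4 activation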
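Technique: kinetic Fluo4 calcium fluorescence; Test system: TRPC4beta and mu-opioid receptor HEK293 stable cells; Measure: B-scored integrated calcium fluorescence ratio; Benchmarks: low control buffer alone, high control maximal DAMGO; Schedule: 45 min room-temperature Fluo4 loading, 110 s read.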
TRPC4 PAM: allosterically enhances the mouse TRPC4 cation channel | 0.42% of 310,000 active | HEK293 TRPC4beta/mu-opioid, DAMGO EC20, Fluo-4 Ca2+ flux; hits give high values | AID 2227 | Q9QUQ5 | B-score at 10 µM;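 active = B-score of calcium response area above 5 SD of library B-scores, with initial fluorescence ratio within 5 SD of library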;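 also: B-score of integrated fluorescence ratio over time as area under calcium response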
hERG rescue: hERG (human) protection from proarrhythmic block. Q12809. CHO-hERG, FluxOR thallium flux, dofetilide IC70 present. activation (rescue from dofetilide block), less the hit threshold, % at 10 µM. 0.51% of 310,000 active. AID 1511;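 active = activation above the mean of controls blocked by dofetilide plus 5 SD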;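 also: thallium influx through hERG after potassium depolarization seen as dye fluorescence rise; in these data hits start at about 4.7%; inactives centre near -7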
Platelet DG rel: modulates dense granule release in human platelets; human platelet-rich plasma, SFLLRN dense granule ATP release, luminescence; AID 1663; 0.22% of 300,000 active; inhibition, %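 (compounds screened at 7.5 µM in platelet-rich plasma)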;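 active = mean replicate score, as percent of positive control, at or above 50; inconclusive = mean below 50 but at least one replicate at or above 50; inactive = mean and every replicate below 50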
PolyA inhibitor: inhibitors of polyadenylation in S. cerevisiae | S. cerevisiae SKY197-pL101 polyadenylation reporter, beta-gal luminescence; efflux-impaired pdr1/pdr3 knockout yeast; score 100 = 6 SD above DMSO | 0.02% of 300,000 active | AID 1875 | calls only at 12 µM;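 active = lowest replicate activity score at least 50, where 100 means six control SD above control mean; inconclusive = lowest score under 50 but half or more replicates reach 50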;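 also: yeast exposed to compound for 9 h at 30 °C; higher score means more reporter readthrough which indicates perturbed polyadenylation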
KCNK9 inh: blocks the human KCNK9 two-pore domain potassium channel; AID 488922; 1.2% of 310,000 active; B-score at 10 µM; HEK293 KCNK9, FluxOR thallium flux fluorescence; hits give low values; Q9NPC2;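 active = ratio B-score over 3 SD below the library mean, with starting fluorescence within 5 SD of its mean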;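 also: negative B-score means less thallium flux so channel inhibition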
KCNQ1 act: potentiates or activates the human KCNQ1 potassium channel; P51787; CHO-K1 KCNQ1, thallium flux FluxOR fluorescence; hits give high values; B-score at 10 µM; 0.35% of 310,000 active;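 active = fluorescence ratio B-score, a plate-corrected score, at least three library SD, with initial intensity B-score within 5 SD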
Target sequence (P51787 whole entry, looked up): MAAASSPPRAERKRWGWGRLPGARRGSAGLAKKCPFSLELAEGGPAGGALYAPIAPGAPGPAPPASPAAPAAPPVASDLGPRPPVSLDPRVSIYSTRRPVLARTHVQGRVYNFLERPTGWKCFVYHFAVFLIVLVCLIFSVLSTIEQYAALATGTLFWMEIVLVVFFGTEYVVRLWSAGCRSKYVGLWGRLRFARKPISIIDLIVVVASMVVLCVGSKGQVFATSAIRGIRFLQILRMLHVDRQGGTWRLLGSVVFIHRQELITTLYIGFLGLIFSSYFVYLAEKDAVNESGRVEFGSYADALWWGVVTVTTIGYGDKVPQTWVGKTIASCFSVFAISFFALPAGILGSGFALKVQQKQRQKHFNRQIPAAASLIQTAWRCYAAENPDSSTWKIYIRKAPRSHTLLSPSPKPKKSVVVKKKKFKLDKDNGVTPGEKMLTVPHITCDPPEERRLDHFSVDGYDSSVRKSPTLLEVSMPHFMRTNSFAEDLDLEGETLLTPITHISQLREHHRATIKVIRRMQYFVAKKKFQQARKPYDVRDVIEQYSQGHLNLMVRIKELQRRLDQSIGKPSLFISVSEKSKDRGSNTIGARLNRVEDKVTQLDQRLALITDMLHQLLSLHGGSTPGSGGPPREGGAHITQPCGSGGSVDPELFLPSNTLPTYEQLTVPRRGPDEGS
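assay system = KCNQ1-transfected CHO-K1 cells | medium = assay buffer with matched DMSO | probe or stimulus = depolarizing K+/Tl+ stimulus, K2SO4 and Tl2SO4 each 12.5 mM in 5x stock | dosing = single dose | incubation = dye 90 min, compound 20 min, room temperature | detection = kinetic FluxOR fluorescence, 10 s baseline plus 110 s post-stimulus | evaluation = ratio B score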
KCNK3 block: human KCNK3 channel inhibition, primary screen; CHO-KCNK3 thallium flux, FluxOR fluorescence; hits give low values; B-score at 10 µM; 0.84% of 340,000 active; AID 602410;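 active = B-score under library mean minus 4 SD, starting fluorescence ratio at most library mean plus 5 SD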;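 also: more negative B-score means stronger inhibition of thallium flux through KCNK3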
Target sequence (O14649 whole entry, looked up): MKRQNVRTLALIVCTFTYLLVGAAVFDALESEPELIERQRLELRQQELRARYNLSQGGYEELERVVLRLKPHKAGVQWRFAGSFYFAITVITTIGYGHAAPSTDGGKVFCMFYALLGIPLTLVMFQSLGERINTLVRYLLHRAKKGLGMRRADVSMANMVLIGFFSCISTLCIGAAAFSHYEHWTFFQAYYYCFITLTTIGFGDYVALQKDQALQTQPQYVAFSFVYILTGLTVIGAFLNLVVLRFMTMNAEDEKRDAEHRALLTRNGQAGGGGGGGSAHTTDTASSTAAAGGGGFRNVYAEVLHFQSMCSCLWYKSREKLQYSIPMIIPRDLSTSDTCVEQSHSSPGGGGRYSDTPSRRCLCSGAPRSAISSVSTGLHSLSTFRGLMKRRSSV
KCNQ1 inh: blocks the human KCNQ1 potassium channel; B-score at 10 µM; 1.3% of 310,000 active; CHO-K1 KCNQ1, FluxOR thallium flux fluorescence; hits give high values;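 active = compounds whose thallium flux B-score, printed positive for inhibition, exceeds three library SD while starting fluorescence stays within three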;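 also: channel opened by potassium depolarization with thallium stimulus after 20 min compound exposure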
Dyrk1A ADPGlo: blocks rat Dyrk1A kinase activity | inhibition, % at 12.5 µM | AID 504441 | ADP-Glo luminescence, NFATc1 peptide | 0.43% of 310,000 active | Q63470; in the data active = inhibition above about 50%;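 also: plate controls were vehicle with enzyme for no effect and no enzyme for full effect; many of its hits are not listed in these tables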
TRPC4 inh: blocks the mouse TRPC4 cation channel | HEK293 TRPC4beta/mu-opioid, DAMGO-evoked Fluo4 calcium flux; hits give low values | B-score at 10 µM | 0.39% of 300,000 active;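 active = B-score over 3 SD under the library average, no early fluorescence shift, positive overall ratio signal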
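Assay system: TRPC4beta/mu-opioid receptor HEK293 cell line; compound dosing: single concentration per test compound; detection: Fluo4 Ca2+ flux fluorescence; evaluation: per-well B score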
An asterisk follows results filed as active; i = inactive; ? = inconclusive; / = not tested or not shown. These rows are one share of the data, so the mix of outcomes need not match the whole.

SMILES | TRPC4 agonist | TRPC4 PAM | hERG rescue | Platelet DG rel | PolyA inhibitor | KCNK9 inh | KCNQ1 act | KCNK3 block | KCNQ1 inh | Dyrk1A ADPGlo | TRPC4 inh
C[C@H]1COC2=C1C(=O)C(=O)c1c2ccc2c1CCCC2(C)C | i | i | -18 | 0 | i | i | i | -8.7* | i | 21 | i
CSc1ccccc1OCc1cc(C(=O)N2CCSCC2)no1 | i | i | -13 | -7 | i | i | i | i | i | 0 | i
COc1cc(OC)cc(C(=O)N[C@H](C(=O)OCC(=O)Nc2sccc2C#N)C(C)C)c1 | i | i | -7 | 3 | i | i | i | i | i | / | i
CCn1c(SCC(=O)NCCc2ccccc2)nnc1C(C)C | i | i | -7 | 12 | i | i | i | i | i | 4 | i
CC(NC(=O)c1ccco1)C(=O)N1CCN(c2ccccc2)CC1 (stereo not given) | i | i | -4 | -12 | i | i | i | i | i | 3 | i
COc1cscc1C(=O)O | i | i | -1 | 5 | i | i | i | i | i | 35 | i
Cn1c(CNc2ccc(O)cc2)nc2ccccc21 | i | i | -3 | 10 | i | i | i | i | i | 5 | i
COc1ccc(NCc2nnc(-c3ccccc3)o2)cc1 | i | i | -3 | -8 | i | i | i | i | i | 1 | i
CCn1ncc(/C=N/NC(=O)c2ccc3c(c2)OCO3)c1C | i | i | -5 | 17 | i | i | i | i | i | 18 | i
O=C(Nc1ccon1)c1cc2c(s1)CCCC2 | i | i | -10 | -1 | i | i | i | i | i | 10 | i

Complete entries as entered above:
Entry for `COc1cscc1C(=O)O` → TRPC4 agonist: i; TRPC4 PAM: i; hERG rescue: -1; Platelet DG rel: 5; PolyA inhibitor: i; KCNK9 inh: i; KCNQ1 act: i; KCNK3 block: i; KCNQ1 inh: i; Dyrk1A ADPGlo: 35; TRPC4 inh: i
Entry for `CC(NC(=O)c1ccco1)C(=O)N1CCN(c2ccccc2)CC1` (stereo not given) → TRPC4 agonist: i; TRPC4 PAM: i; hERG rescue: -4; Platelet DG rel: -12; PolyA inhibitor: i; KCNK9 inh: i; KCNQ1 act: i; KCNK3 block: i; KCNQ1 inh: i; Dyrk1A ADPGlo: 3; TRPC4 inh: i

Additional compounds:
SMILES | TRPC4 agonist | TRPC4 PAM | hERG rescue | Platelet DG rel | PolyA inhibitor | KCNK9 inh | KCNQ1 act | KCNK3 block | KCNQ1 inh | Dyrk1A ADPGlo | TRPC4 inh
CC1=NN(c2ccc(Cl)cc2)C(=O)C1 | i | i | -11 | -6 | i | i | i | i | i | -1 | i
CCS(=O)(=O)N1CCN(c2cccc(C)c2C)CC1 | i | i | -6 | -3 | i | i | i | i | i | 2 | i
CC1(c2ccc3ccccc3c2)NC(=O)N(CC(N)=O)C1=O (stereo not given) | i | i | -5 | 3 | i | i | i | i | i | 4 | i
Cc1cccc(NC(=O)Nc2ccc(C)cc2Br)c1 | i | i | -5 | 8 | i | i | i | i | i | 2 | i
Nc1nc(SCc2ccccc2Cl)n[nH]1 | i | i | -12 | -1 | i | i | i | i | i | 6 | i
CCCn1c(N)cc(=O)n(C)c1=O | i | i | -3 | 1 | i | i | i | i | i | -2 | i
O=C(/C=C(\c1ccc(Cl)cc1)n1cncn1)c1ccc(Cl)cc1 | i | i | -8 | -2 | i | i | i | i | i | 2 | i
COCCN(C(=O)c1ccco1)C(C(=O)NC1CCCC1)c1cccs1 (stereo not given) | i | i | -17 | -1 | i | i | i | i | i | -2 | i
Cc1ccc(S(=O)(=O)Nc2ccc(O)c3cccnc23)cc1 | i | i | -10 | 0 | i | i | i | i | i | 9 | i
O=C(C[n+]1cc(Br)cc2ccccc21)c1ccc(F)cc1 | i | i | -12 | 0 | i | i | i | i | i | 3 | i
CCNC(=S)N1CCc2cc(OC)c(OC)cc2C1COc1ccccc1OC (stereo not given) | i | i | -13 | -2 | i | i | i | i | i | / | i
CN(C)c1ccc(CN(C(=O)c2ccccc2Br)C2CCS(=O)(=O)C2)cc1 (stereo not given) | i | i | -6 | 2 | i | i | i | i | i | -2 | i
CCCCN(Cc1cc2ccccc2[nH]c1=O)S(C)(=O)=O | i | i | -6 | 1 | i | i | i | i | i | -2 | i
Cc1cc(NC(=O)C2CC2)ncc1NC(=O)C12CC3CC(CC(C3)C1)C2 | i | i | -6 | -4 | i | i | i | i | i | -7 | i
c1cncc(-c2nc3ccccc3[nH]2)c1 | i | i | 1 | 7 | i | i | i | i | i | 51* | i
Cc1ccc(S(=O)(=O)N2CCC3(CC2)OCCN3S(=O)(=O)c2c(C)cc(C)cc2C)cc1 | i | i | -19 | 22 | i | i | i | i | i | -5 | i
CCOC(=O)CNC(=O)CSc1nc2cccnc2n1Cc1ccccc1 | i | i | 1 | -4 | i | i | i | i | i | -4 | i
CCCCCCOC(=O)CCc1c(C)nc(N)[nH]c1=O | i | i | -6 | -3 | i | i | i | i | i | 4 | i
CC(=O)c1cc(CN2CCC(n3nccc3NC(=O)c3ccccc3C)CC2)cs1 | i | i | -10 | 7 | i | i | i | i | i | 3 | i
C=CCOn1c(C)c(C(C)=O)c2c3no[n+]([O-])c3ccc21 | i | i | -15 | -2 | i | i | i | i | i | 2 | i
CCOc1ccc(C(=O)NCC(=O)NCCCn2nc(C)cc2C)cc1OCC | i | i | -13 | 5 | i | i | i | i | i | -2 | i
COc1ccccc1CNC(=O)COc1ccc(C)cc1 | i | i | -7 | -1 | i | i | i | i | i | -2 | i
O=C(NCc1ccco1)/C(=C/c1ccco1)NC(=O)c1ccc(Br)o1 | i | i | -4 | -1 | i | i | i | i | i | -7 | i
CCOC(=O)C1CCCN(C(=O)c2ccc3c(c2)NC(=O)C(N2CCOCC2)S3)C1 (stereo not given) | i | i | -8 | 6 | i | i | i | i | i | 5 | i
O=C(c1ccc(Cl)cc1)N1C2C=CC(C2)C1(C(F)(F)F)C(F)(F)F (stereo not given) | i | i | -8 | 1 | i | i | i | i | i | -3 | i
C=CCOC(=O)C1=C(C)NC(=O)NC1c1ccc(OCC)cc1 (stereo not given) | i | i | -1 | -12 | i | i | i | i | i | 6 | i
COc1ccc(Cl)cc1C(=O)NNC(=S)NC(=O)/C=C/c1ccco1 | i | i | 34* | 0 | i | i | i | i | i | -2 | i
COc1ccccc1C1=NC(c2ccc(C)cc2)N=C1C (stereo not given) | i | i | -5 | -3 | i | i | i | i | i | 2 | i
COc1ccc(C(C)=O)cc1COC(=O)c1cccnc1SC | i | i | -6 | -4 | i | i | i | i | i | / | i
COc1ccc(CNS(=O)(=O)c2cc3c4c(c2)CCN4C(=O)CC3)cc1 | i | i | -4 | -1 | i | i | i | i | i | 6 | i
CC(C)(C)C(=O)Nc1ncccc1C(O)c1cccc(C(F)(F)F)c1 (stereo not given) | i | i | -2 | 13 | i | i | i | i | i | 2 | i
O=C(COc1ccc([N+](=O)[O-])cc1)Nn1cnnc1 | i | i | -7 | -2 | i | i | i | i | i | 5 | i
COc1ccc(C)cc1N(CC(=O)NCCN1CCOCC1)S(=O)(=O)c1ccccc1 | i | i | -10 | 0 | i | i | i | i | i | -9 | i
O=C(Nc1ccc2nsnc2c1)NC1CCCCC1 | i | i | -7 | 1 | i | i | i | i | i | 0 | i
C[C@H](NC(=O)c1nc[nH]c1C(=O)NC1CCN(C(=O)OC(C)(C)C)CC1)C(=O)OCc1ccccc1 | i | i | -18 | -4 | i | i | i | i | i | 12 | i
COc1ccc(S(=O)(=O)N(Cc2cccnc2)Cc2cc3ccccc3[nH]c2=O)cc1 | i | i | -17 | ? | i | i | i | i | i | -1 | i
O=c1n(Cc2ccccc2Cl)nc2n1-c1ccccc1SC2 | i | i | -9 | -7 | i | i | i | i | i | 15 | i
CC1CCN(c2nc(Cl)nc(Nc3ccc([N+](=O)[O-])cc3)n2)CC1 | i | 47* | -5 | -4 | i | i | i | i | 8* | -3 | i
Cc1ccc(-c2csc(N3CCC(NS(=O)(=O)c4ccc5c(c4)OCCO5)CC3)n2)cc1 | i | i | -14 | -3 | i | i | i | i | 6* | 1 | i
O=C(CN1C(=O)NC2(CCCCCC2)C1=O)N1CCC(Cc2ccccc2)CC1 | i | i | -6 | 3 | i | i | i | i | i | 1 | i
CCOc1cc(/C=N/NC(=O)C(=O)N/N=C/c2ccc(O)c(OCC)c2)ccc1O | i | i | -10 | 2 | i | i | i | i | i | 2 | i
Cc1cc([N+](=O)[O-])nn1CC(=O)Nc1cnc2ccccc2c1 | i | i | -10 | -3 | i | i | i | i | i | 7 | i
N#Cc1ccsc1NC(=O)CN1CCN(c2ccccc2O)CC1 | i | i | -6 | -6 | i | i | i | i | i | -2 | i
CCOc1nc(NCCN2CCOCC2)nc(Nc2ccc(C)cc2)n1 | i | i | -9 | 0 | i | i | i | i | i | -1 | i
CC(C)CCNC(=O)C1CC(=O)N(C2CCCC2)C1 (stereo not given) | i | i | -4 | 4 | i | i | i | i | i | -3 | i
O=C1C2CCCN2C(c2ccccc2)N1c1nccs1 (stereo not given) | i | i | -15 | -1 | i | i | i | i | i | -1 | i
CC(C)CC1Nc2ncnc(N3CCN(c4ccccn4)CC3)c2N(Cc2ccc(Br)cc2)C1=O (stereo not given) | i | i | -4 | 5 | i | i | i | i | i | 3 | i
OCCNCCOc1ccccc1F | i | i | -2 | -3 | i | i | i | i | i | -1 | i
O=C(Oc1ccc2[nH]cc(CCN3C(=O)c4ccccc4C3=O)c2c1)c1ccco1 | i | i | -12 | 1 | i | -11* | i | i | i | 2 | i
CC(=O)NS(=O)(=O)c1ccc(NC(=O)CC(C)c2ccccc2)cc1 (stereo not given) | i | i | -9 | 2 | i | i | i | i | i | 1 | i
Continuation.
SMILES | TRPC4 agonist | TRPC4 PAM | hERG rescue | Platelet DG rel | PolyA inhibitor | KCNK9 inh | KCNQ1 act | KCNK3 block | KCNQ1 inh | Dyrk1A ADPGlo | TRPC4 inh
O=C(NCCCN1CCCC1)c1ccc(CS(=O)(=O)c2ccc(Cl)cc2)o1 | i | i | -5 | -1 | i | i | i | i | i | -1 | i
O=C(c1ccc(F)cc1)c1cnc(Nc2ccccc2)s1 | i | i | -9 | -4 | i | i | i | i | i | -7 | i
COc1ccc(-c2[nH]ncc2CN2CCC(C(=O)c3ccc(F)cc3)CC2)cc1 | i | i | -10 | 0 | i | i | i | i | i | / | i
S=c1nc(Cc2ccc(Cl)cc2)[nH]c2ccccc12 | i | i | 4 | 0 | i | i | 43* | i | i | 1 | i

Source: PubChem
